ADAM17 inh – inhibitors of human ADAM17. P78536. recombinant ADAM17, EDANS/DABCYL FRET peptide cleavage. inhibition, % at 6.95 µM. 0.83% of 370,000 active. AID 720648;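 active = inhibition above the mean of compounds lying between control limits plus 3 SD, set per campaign, cut at about 8.5% in these data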;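 also: 0% = DMSO-only wells as the low control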
PLC-gamma1 inh – PLC-gamma1 (human) inhibition, primary screen; inhibition, % at 12.2 µM; purified PLC-gamma1, fluorogenic substrate, fluorescence; 0.84% of 370,000 active; in the data active = inhibition above about 9.5%
DDE Tn6 FP inh – inhibitors of Tn6 peptide binding to human fibrin DD(E). P02675. Fibrin DD(E) TRITC-Tn6 fluorescence polarization displacement. inhibition, % at 8.3 µM. 0.21% of 370,000 active. AID 720509;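 active = inhibition above a per-campaign cutoff: mean of compounds within control limits plus 3 SD, cut at about 15% in these data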;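 also: 0% = median of all compound wells on the plate and 100% = blocking peptide control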
Target sequence (P02675 whole entry, looked up): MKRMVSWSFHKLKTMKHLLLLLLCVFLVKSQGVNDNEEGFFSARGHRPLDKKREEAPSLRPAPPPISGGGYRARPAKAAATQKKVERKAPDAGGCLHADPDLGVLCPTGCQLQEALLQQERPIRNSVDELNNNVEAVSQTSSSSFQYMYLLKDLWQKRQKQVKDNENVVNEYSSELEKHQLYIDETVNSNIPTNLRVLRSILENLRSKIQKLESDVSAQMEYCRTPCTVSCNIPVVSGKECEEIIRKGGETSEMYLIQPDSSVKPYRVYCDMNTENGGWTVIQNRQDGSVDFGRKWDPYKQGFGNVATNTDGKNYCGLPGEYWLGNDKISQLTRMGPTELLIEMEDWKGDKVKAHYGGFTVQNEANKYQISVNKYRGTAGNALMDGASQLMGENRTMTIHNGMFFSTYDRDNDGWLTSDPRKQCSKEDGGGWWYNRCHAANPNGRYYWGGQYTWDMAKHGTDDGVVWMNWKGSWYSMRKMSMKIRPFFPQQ
DDE Tn7 FP inh – inhibitors of Tn7 peptide binding to human fibrin DD(E) | FP displacement of FITC-Tn7 peptide from fibrin DD(E); 0% = median of compound wells per plate | P02675 | inhibition, % at 8.3 µM | AID 720508 | 0.13% of 370,000 active;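 active = inhibition above the mean of compounds falling within the control limits plus 3 SD of them, cut at about 14% in these data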;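 also: 0% = plate median of compound wells and 100% = 10 µM Aha-Tn7 peptide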
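Measure: % inhibition scaled between sample-field median and high-control FP; Test system: human fibrin DD(E); Quantity: 2 µM final DD(E) protein; Doses: one dose, 8.3 µM nominal; Schedule: compound with protein 10 min, then 3 h after probe, room temperature; Detection: fluorescence polarization; Medium: Tris buffer with calcium and detergent, pH 7.8.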
LEDGF integ inh – blocks HIV-1 LEDGF/p75-dependent DNA integration. TR-FRET IN-LEDGF/p75 DNA integration, Eu/Cy5. inhibition, % at 3.7 µM. 0.64% of 370,000 active. AID 743269;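 active = inhibition above the screen-wide mean plus 3 SD, cut at about 13% in these data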;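 also: signal is the Cy5 over europium emission ratio at 671 and 618 nm; 0% = plate median of compound wells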
ARFGAP1 inh – inhibitors of rat ARFGAP1; Arfgap1-stimulated ARF1 GTP hydrolysis, GDP FP detection; Q62848; inhibition, % at 16.5 µM; 0.26% of 360,000 active;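 active = inhibition above a per-plate limit, mean inhibition of low control wells plus 3 SD, cut at about 25% in these data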;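 also: 0% = DMSO wells with enzyme and 100% = wells lacking Arfgap1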
Target sequence (Q62848 1-136 limits assumed): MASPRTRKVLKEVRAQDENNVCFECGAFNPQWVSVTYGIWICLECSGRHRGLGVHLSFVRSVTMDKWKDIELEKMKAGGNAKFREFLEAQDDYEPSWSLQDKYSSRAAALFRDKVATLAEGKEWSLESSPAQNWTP
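Replicates: Single well per compound | Assay system: Truncated rat Arfgap1 GAP domain | Control set: No-Arfgap1 wells (100%) versus DMSO full-reaction wells (0%) | Times: Enzyme reaction 120 min at 25 °C after 20 min preincubation | Reagent: Human ARF1(Δ1-17)-GTP substrate | Measured by: Tracer-displacement fluorescence polarization with EDTA stop, 620/688 nm | Measure: Percent inhibition of Arfgap1-stimulated GTP hydrolysis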
TDP2 absorb – blocks human TDP2 phosphodiesterase activity | recombinant TDP2, T5PNP hydrolysis, p-nitrophenol absorbance 415 nm | inhibition, % at 12.8 µM | 0.34% of 370,000 active | AID 720702;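 active = inhibition above the mean of all tested compounds plus 3 SD, set per campaign, cut at about 25% in these data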;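 also: 0% = DMSO with enzyme and 100% = buffer with substrate but no TDP2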
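System: recombinant human TDP2 / Amount: 120 nM TDP2 per well / Also added: 5 mM T5PNP chromogenic substrate / Doses: 12.8 µM single point, 1% DMSO / Incubation: 2 h at 37 °C / Detection: p-Nitrophenol epi absorbance / Evaluation: % inhibition relative to enzyme-containing and enzyme-free wells / Repeats: singlicate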
ASAP1 inh – blocks human ASAP1-stimulated Arf1 GTP hydrolysis; Q9ULH1; GDP FP detection; inhibition, % at 16.5 µM; 0.19% of 360,000 active; AID 624377; in the data active = inhibition above about 25%;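 also: 0% = vehicle with enzyme and substrate and 100% = no enzyme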
ADAM10 inh – ADAM10 inhibition, QFRET primary screen; O14672; recombinant ADAM10, EDANS/DABCYL FRET peptide cleavage, 3 h; inhibition, % at 7 µM; 0.62% of 370,000 active;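 active = inhibition above a per-campaign cutoff equal to the mean of compounds falling between control-based bounds plus 3 SD, cut at about 20% in these data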;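 also: 0% = DMSO wells while the 100% control is not disclosed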
KLK7 zymogen act – activators of human kallikrein-7 zymogen | P49862 | activation, % at 7 µM | 0.9% of 370,000 active | purified proKLK7, EDANS-DABCYL substrate fluorescence; 100% is mature enzyme control, 0% vehicle | AID 652039;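 active = activation above the mean of all tested compounds plus 3 SD, computed per campaign excluding outliers beyond control limits, cut at about 13% in these data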
Target sequence (P49862 whole entry, looked up): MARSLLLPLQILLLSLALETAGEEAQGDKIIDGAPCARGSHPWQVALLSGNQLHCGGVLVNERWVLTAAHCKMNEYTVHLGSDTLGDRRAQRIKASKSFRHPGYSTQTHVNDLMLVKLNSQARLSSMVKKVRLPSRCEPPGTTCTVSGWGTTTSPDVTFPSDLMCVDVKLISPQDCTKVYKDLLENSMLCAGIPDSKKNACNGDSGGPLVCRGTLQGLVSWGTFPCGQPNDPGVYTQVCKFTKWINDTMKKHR
* marks the source's active call; other numbers are inactive results; i = inactive; / = no result given.

SMILES	ADAM17 inh	PLC-gamma1 inh	DDE Tn6 FP inh	DDE Tn7 FP inh	LEDGF integ inh	ARFGAP1 inh	TDP2 absorb	ASAP1 inh	ADAM10 inh	KLK7 zymogen act
CCN1C(=O)C(O)(CC(=O)c2cccc(-n3cccc3)c2)c2ccccc21 (stereo unspecified)	0	0	1	1	-3	6	15	-2	-6	0.0
CCCCn1c(SCC(=O)Nc2cc(C)on2)nc2cc(S(N)(=O)=O)ccc21	0	1	3	-2	3	4	4	8	0	1.1
O=c1cc(C(F)(F)F)oc2c1ccc1ccccc12	-43	-89	-5	5	6	4	3	10	-193	3.6
Cc1ccc(Cl)cc1N1CCN(S(=O)(=O)c2cn(C)cn2)CC1	2	1	6	4	0	11	-5	-1	0	0.6
COc1ccccc1NC(=O)c1ccc(S(=O)(=O)N2CCCC2)cc1	-2	3	-2	-7	1	3	8	-12	1	-0.3
CSc1ccc(CN2CCC(N3CC(C)OC(C)C3)CC2)cc1 (stereo unspecified)	-1	3	11	6	0	-3	5	4	2	0.4
COC(=O)C1=C(C)NC(C)=C(C(=O)OC)C1c1ccccn1	-59	-71	3	1	0	8	-17	-7	-184	4.2
Cc1ccc(S(=O)(=O)Cc2cn3cccnc3n2)cc1	-228	-243	2	2	2	-8	4	6	i	7.5
CCCS(=O)(=O)NC(=O)C1(C)CCN(C(=O)COc2ccc(Cl)cc2Cl)C1 (stereo unspecified)	-2	-2	5	-2	0	-3	3	10	-13	0.0
CCn1c(COc2ccccc2C)nnc1SCC(=O)NCc1ccccc1	-6	-4	-2	-3	-2	4	10	2	0	0.1
O=C(CCC(=O)OCc1cccc(C(=O)Oc2ccccc2)c1)Nc1cccc2ccccc12	-6	-3	4	-1	-3	4	4	14	-8	0.5
Clc1ccccc1NN=Cc1ccccn1	0	-1	-6	-5	1	-7	-8	10	-4	0.4
O=C(CSc1nc2ccccc2o1)NCCOc1ccccc1	1	1	4	-8	-4	-18	-7	1	2	-0.2
Cc1ccc(/C=C/C(=O)OC(C)C(=O)NC2CCCCC2C)o1 (stereo unspecified)	3	1	4	-5	1	-2	4	-4	-6	-0.1
CCN(Cc1cc(=O)[nH]c2ccccc12)C(=O)C(C)C	-7	-1	10	2	4	-6	18	0	-16	0.0
COc1ccc(N2CCN(CCCNC(=O)C(=O)c3c(C)[nH]c4ccccc34)CC2)cc1	-2	5	-2	-6	1	-6	-7	-1	0	-0.1
COc1cc(NC(=O)Cc2ccccc2)ccc1NC(=O)c1ccco1	0	5	-2	2	4	4	-2	19	-1	0.1
COC(=O)CCc1c(C)c(C(=O)c2cc(F)c(F)c(F)c2F)c2ccccn12	0	-2	-6	1	6	0	5	7	5	0.4
Cc1ccc(NC(=Nc2ccc(Br)cc2)N2CCOCC2)cc1C	1	7	-4	-1	3	-3	-10	5	3	-0.4
Cc1ccc(-c2nnn(CC(=O)N(CC(=O)NC3CCCC3)c3cnc4ccccc4c3)n2)o1	-13	-29	-1	3	-1	-17	7	-4	-43	0.8
CC(=O)c1c[nH]c(C(=O)Nc2ccc(N3CCCCCC3)cc2)c1	-1	-2	4	-1	1	1	-7	-1	-24	-0.3
COc1ccccc1NC(=O)c1ccc2c(c1)nnn2C	-1	2	8	3	-1	3	-1	5	-3	0.0
Cc1cc(Cl)c2oc(C(=O)N3CCN(C4CCS(=O)(=O)C4)CC3)c(C)c2c1 (stereo unspecified)	-3	2	0	-4	4	-2	-6	0	-3	-0.1
Cc1cccc(CN2CCN(C3CN(Cc4cn(Cc5ccccc5F)nn4)S(=O)(=O)C3)CC2)c1 (stereo unspecified)	-4	2	-3	-2	9	-3	3	2	-13	0.1
CCOC(=O)C1(C)NC(c2ccc(OC)c(OC)c2)C2C(=O)N(CC)C(=O)C21 (stereo unspecified)	-6	-1	4	-7	-2	1	2	-7	3	0.5

Individual results from above.
CCn1c(COc2ccccc2C)nnc1SCC(=O)NCc1ccccc1 | ADAM10 inh = 0
CCN1C(=O)C(O)(CC(=O)c2cccc(-n3cccc3)c2)c2ccccc21 (stereo unspecified) | TDP2 absorb = 15

Whole records, quoted from the list. Order of values: ADAM17 inh	PLC-gamma1 inh	DDE Tn6 FP inh	DDE Tn7 FP inh	LEDGF integ inh	ARFGAP1 inh	TDP2 absorb	ASAP1 inh	ADAM10 inh	KLK7 zymogen act
COc1ccc(N2CCN(CCCNC(=O)C(=O)c3c(C)[nH]c4ccccc34)CC2)cc1 is listed with -2	5	-2	-6	1	-6	-7	-1	0	-0.1
Cc1ccc(S(=O)(=O)Cc2cn3cccnc3n2)cc1 is listed with -228	-243	2	2	2	-8	4	6	i	7.5
Cc1ccc(-c2nnn(CC(=O)N(CC(=O)NC3CCCC3)c3cnc4ccccc4c3)n2)o1 is listed with -13	-29	-1	3	-1	-17	7	-4	-43	0.8
CCCCn1c(SCC(=O)Nc2cc(C)on2)nc2cc(S(N)(=O)=O)ccc21 is listed with 0	1	3	-2	3	4	4	8	0	1.1

3 records drawn at random from the list so far, as already listed:
SMILES	ADAM17 inh	PLC-gamma1 inh	DDE Tn6 FP inh	DDE Tn7 FP inh	LEDGF integ inh	ARFGAP1 inh	TDP2 absorb	ASAP1 inh	ADAM10 inh	KLK7 zymogen act
Cc1ccc(S(=O)(=O)Cc2cn3cccnc3n2)cc1	-228	-243	2	2	2	-8	4	6	i	7.5
CSc1ccc(CN2CCC(N3CC(C)OC(C)C3)CC2)cc1 (stereo unspecified)	-1	3	11	6	0	-3	5	4	2	0.4
CCOC(=O)C1(C)NC(c2ccc(OC)c(OC)c2)C2C(=O)N(CC)C(=O)C21 (stereo unspecified)	-6	-1	4	-7	-2	1	2	-7	3	0.5

Back to the main list; the 2 compounds before the break are reprinted first.
SMILES	ADAM17 inh	PLC-gamma1 inh	DDE Tn6 FP inh	DDE Tn7 FP inh	LEDGF integ inh	ARFGAP1 inh	TDP2 absorb	ASAP1 inh	ADAM10 inh	KLK7 zymogen act
Cc1cccc(CN2CCN(C3CN(Cc4cn(Cc5ccccc5F)nn4)S(=O)(=O)C3)CC2)c1 (stereo unspecified)	-4	2	-3	-2	9	-3	3	2	-13	0.1
CCOC(=O)C1(C)NC(c2ccc(OC)c(OC)c2)C2C(=O)N(CC)C(=O)C21 (stereo unspecified)	-6	-1	4	-7	-2	1	2	-7	3	0.5
Brc1ccc(-n2c(SCc3nc4ccccc4[nH]3)nnc2-c2ccncc2)cc1	0	-1	-2	-5	3	6	1	-7	-3	0.3
CC(=O)c1nn(-c2ccccc2)cc1C(=O)c1cccc(Br)c1	1	2	1	-2	3	-14	5	-6	2	0.0
Cc1onc(-c2ccccc2)c1C(=O)N/N=C/c1ccc([N+](=O)[O-])c(O)c1	2	3	1	0	0	6	11	1	7	0.0
COc1ccc(C(=S)Nc2ccc(N(C)C)cc2)cc1	4	-28	1	6	-1	1	-17	-5	-4	1.6
CN1CCN(C(=O)/C(=C\c2cccs2)NC(=O)c2cccs2)CC1	-5	-2	6	3	-2	8	1	-1	-5	-0.2
COC(=O)N/N=C/c1cn(CCOc2ccccc2OC)c2ccccc12	0	4	0	-3	12	-18	-12	-3	6	0.0
Cc1ccccc1Nc1ncc(C#N)c(N)n1	-7	3	7	-4	0	3	1	5	3	0.6
COc1ccc(NC(=O)C2CCCC2)cn1	-4	0	-12	-6	2	20	7	-2	-5	0.5
C/C(=C\C(=O)C(F)(F)F)Nc1ccc(C)cc1	3	0	6	-4	-2	16	1	9	-9	-0.1
COc1ccccc1NC(=O)CSc1nccc(-c2ccco2)n1	2	-7	-12	2	4	3	-16	-5	-5	-0.2
COc1cc(S(=O)(=O)N(C)C2CCCCC2)c(C)cc1C	-5	-1	8	4	-3	-5	-8	-12	-7	0.2
COC(=O)[C@]12C[C@H](CC(=O)NCc3cccs3)C(=O)N(Cc3cccc4ccccc34)C1=C[C@H](C1CCCC1)O[C@@H]2C	4	1	-4	-4	-1	/	-6	/	21*	0.2
COc1ccc(C(C)(C)C)cc1NC(=O)CN(C)C1=NS(=O)(=O)c2ccccc21	-1	-1	-4	0	-1	5	7	16	-2	0.5
Cc1nn2c(nc1=O)NNC2(C)C(C)(C)C (stereo unspecified)	-6	-9	0	-8	-1	7	21	-6	-6	-0.4
CC(=O)Oc1ccccc1C(=O)O	-8	-3	7	2	0	3	-2	2	-12	-0.2
CCOc1ccc(NC(=O)CCn2c(=O)[nH]c3ccsc3c2=O)cc1	-2	2	7	3	-1	11	-9	-1	-3	-0.5
COc1ccc([C@H]2OC(=O)C[C@@H]2C(=O)N2CCN(c3ccccc3F)CC2)cc1OC	-4	-2	-1	1	-4	/	2	/	-7	0.3
COc1ccc(CN2CCC3CC2c2cc(Cl)ccc23)cc1 (stereo unspecified)	-4	-1	0	2	-4	-6	-1	-6	-11	0.0
O=C(c1cc(COc2ccc3ncccc3c2)on1)N1CCCC1	-10	8	-4	-1	-1	0	-18	-9	-15	0.1
CCC(C(=O)NC(C)(C)C)N(Cc1ccccc1Cl)C(=O)c1snc(C(N)=O)c1N (stereo unspecified)	-34	-39	-8	4	-4	3	1	8	-98	0.6
Cc1ccc2[nH]c(C)c(/C=N/Nc3nc4ccccc4s3)c2c1	2	-40	-9	-3	4	15	4	10	-13	-1.1
Cc1cccc(NC(=O)Cn2cnc3c(oc4nc5c(cc43)COC(C)(C)C5)c2=O)c1	0	1	9	-3	3	8	7	20	-5	-0.6
CC1CCN(CCOc2ccc(OCc3ccccc3)cc2)CC1	-4	0	2	-9	-4	-1	8	-8	-12	-0.3
O=C(Nc1ccccc1)c1sc(Cl)nc1-c1ccccc1	3	0	-5	0	-3	11	-11	-6	0	0.0
Cc1ccccc1OCCn1cc(C(=O)C(=O)N2CCOCC2)c2ccccc21	-1	0	-1	-4	-3	-2	11	-3	0	0.1
Cc1cc(NS(=O)(=O)c2cc(Cl)sc2Cl)no1	-3	2	1	1	-3	0	9	-15	-8	0.2
O=C(CC1C(=O)NCCN1C(=O)c1ccccc1)Nc1cc(Cl)ccc1Cl (stereo unspecified)	-3	2	2	2	1	10	4	-4	1	-0.1
O=C(O)c1cc(N2CCOCC2)nc2ccccc12	-113	-235	5	5	-2	-3	11	2	-269	7.3
O=C(COC(=O)c1c(Cl)cccc1Cl)Nc1ccccc1Br	-1	-16	1	-1	-1	-1	-7	-11	-18	0.7
